# Source: PubChem BioAssay (National Center for Advancing Translational Sciences (NCATS))
# Rab9 prom act: activates the Rab9 promoter | 2.8% of 320,000 active | AID 485297 | Potency, µM (top dose mostly 9.22 µM), for inactives: at the top dose activation, negative = inhibition, usual class: activators | Huh7 Rab9 promoter-luciferase reporter, luminescence, 24 h; further: potency means the concentration at half of the fitted maximal effect; % of control where 0% means no effect; nearly all actives have a fitted effect of over 60% in size
#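 Huh7 cells stably carrying Rab9 promoter–luciferase reporter, plated 1500 cells/well, compound added after 2 h and incubated 24 h at 37 °C; luciferase luminescence then read after 10 min with detection reagent.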
# FLuc modulator: inhibits or activates purified firefly luciferase, miR-21 counter-screen. P08659. 6.9% of 360,000 active. Potency, µM (highest dose often 57.5 µM), inactives show top-dose activity change, negative = inhibition, actives largely listed as inhibitors. AID 588342. purified FLuc, Km substrates, luminescence inhibition;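 further: potency means the concentration at half of the fitted maximal effect; plate controls were vehicle for no effect and reference inhibitor for full effect; nearly all actives have a fitted effect of over 55% in size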
#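 Purified P. pyralis luciferase (10nM final) with 10uM D-luciferin and 10uM ATP (Km levels) in 50mM Tris acetate pH 7.5, 10mM Mg acetate, 0.01% Tween-20, 0.05% BSA; qHTS 6-point titration, ~60 µM downward; luminescence read.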
# RORg inh: blocks mouse ROR gamma transcriptional activity. P51450. Drosophila S2 Gal4-RORgamma UAS-luciferase reporter, 20 h. Potency, µM (series often up to 53.6 µM), for inactives: top-dose activity change, negative = inhibition, most hits filed as inhibitors. 5.4% of 310,000 active. AID 2551; further: potency means the concentration at half of the fitted maximal effect; on the % scale 0 is the no-effect control and ±100 the full control effect; nearly all actives have a fitted effect of over 60% in size
# Target sequence (P51450 whole entry, looked up, the tested form may be a part): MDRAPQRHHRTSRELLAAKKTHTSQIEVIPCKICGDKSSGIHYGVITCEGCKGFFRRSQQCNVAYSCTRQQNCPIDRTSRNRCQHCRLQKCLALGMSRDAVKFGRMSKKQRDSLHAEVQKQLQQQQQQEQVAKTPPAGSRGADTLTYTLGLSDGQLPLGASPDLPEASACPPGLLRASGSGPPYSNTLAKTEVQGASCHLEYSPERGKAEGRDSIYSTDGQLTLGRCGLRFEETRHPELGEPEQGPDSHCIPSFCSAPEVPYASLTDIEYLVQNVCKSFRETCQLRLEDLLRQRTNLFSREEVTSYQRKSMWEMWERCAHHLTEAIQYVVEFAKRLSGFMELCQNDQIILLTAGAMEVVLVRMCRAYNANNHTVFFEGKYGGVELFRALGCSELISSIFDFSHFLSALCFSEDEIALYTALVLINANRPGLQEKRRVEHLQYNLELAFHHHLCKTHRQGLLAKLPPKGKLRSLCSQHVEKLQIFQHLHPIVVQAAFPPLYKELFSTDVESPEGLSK
#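 Luminescence from a UAS-regulated Photinus luciferase reporter in stably transfected Drosophila Schneider cells is measured; decreased signal marks ROR gamma inhibition. Fusion expression is induced by 700 uM copper sulfate for 20 hr.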
# Mito fusion act: inhibitors of mitochondrial division or activators of mitochondrial fusion; S. cerevisiae fusion-defective mutant growth rescue, CellTiterGlo 48 h; Potency, µM (doses to about 46.1 µM), without a hit: at the top dose growth rescue (activation), usual class: activators; 0.23% of 320,000 active; AID 485298;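 further: potency means the concentration at half of the fitted maximal effect; % of control where 0% means no effect; nearly all actives have a fitted effect of over 45% in size; temperature-sensitive fusion mutants such as fzo1-1 at 37 °C on non-fermentable ethanol glycerol medium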
#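 Luminescent cell viability in 1536-well qHTS format served as the measure of rescued growth in ts fusion-mutant S. cerevisiae cultured on non-fermentable YPEG for 48 hours at 37C.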
# MBNL1 CUG block: MBNL1-poly(CUG) RNA binding inhibition; Q9NR56; TR-FRET MBNL1-His/biotin-(CUG)12 binding, 665/545 ratio; Potency, µM (highest dose often 57.5 µM), without a hit: at the highest dose activity change, negative = inhibition, actives largely listed as inhibitors; 0.036% of 280,000 active; active means well fitted inhibition curve with a large enough effect in the signal ratio, with a control signal flat, not every such curve was filed as active; inconclusive means small, poorly fitted or top-dose-only effect, or effect the other way, or a change in a side signal; inactive means no such curve, though single readings can be large or run the other way; the % refers to the signal ratio; further: potency means the concentration at half of the fitted maximal effect; on the % scale 0 is the no-effect control and ±100 the full control effect
#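 MBNL1-His + Biotin-(CUG)12, cpd titration 92 nM–58 uM; Tb anti-His Ab 0.055 ng/ul, SA-XL665 5 nM (final); 60 min RT; ratiometric 665/545 nm, Ex 340 nm; normalized to buffer and full-complex controls.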
# Gal4-VP16 FLuc: Gal4-VP16 reporter inhibition counter-screen; Drosophila S2 Gal4-VP16 UAS-luciferase, luminescence, 20 h; Potency, µM (series often up to 53.6 µM), for the others: at the top dose activity, negative = inhibition, usual class: inhibitors; 3.5% of 310,000 active; AID 2546;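 further: Gal4-VP16 expression switched on by copper sulfate through the metallothionein promoter; potency means the concentration at half of the fitted maximal effect; on the % scale 0 is the no-effect control and ±100 the full control effect; nearly all actives have a fitted effect of over 50% in size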
# PKM2 act: PKM2 (human) enzyme activation; P14618; purified PKM2, Kinase-Glo ATP luminescence, activation; response scale: 0% is enzyme alone, no compound; Potency, µM (titrated, usually from 57.5 µM), for the others: at the highest dose activation, hits mostly activators; 0.34% of 260,000 active; AID 1631; further: potency means the concentration at half of the fitted maximal effect; on the % scale 0 is the no-effect control and ±100 the full control effect; nearly all actives have a fitted effect of over 55% in size
# Target sequence (P14618 whole entry, looked up): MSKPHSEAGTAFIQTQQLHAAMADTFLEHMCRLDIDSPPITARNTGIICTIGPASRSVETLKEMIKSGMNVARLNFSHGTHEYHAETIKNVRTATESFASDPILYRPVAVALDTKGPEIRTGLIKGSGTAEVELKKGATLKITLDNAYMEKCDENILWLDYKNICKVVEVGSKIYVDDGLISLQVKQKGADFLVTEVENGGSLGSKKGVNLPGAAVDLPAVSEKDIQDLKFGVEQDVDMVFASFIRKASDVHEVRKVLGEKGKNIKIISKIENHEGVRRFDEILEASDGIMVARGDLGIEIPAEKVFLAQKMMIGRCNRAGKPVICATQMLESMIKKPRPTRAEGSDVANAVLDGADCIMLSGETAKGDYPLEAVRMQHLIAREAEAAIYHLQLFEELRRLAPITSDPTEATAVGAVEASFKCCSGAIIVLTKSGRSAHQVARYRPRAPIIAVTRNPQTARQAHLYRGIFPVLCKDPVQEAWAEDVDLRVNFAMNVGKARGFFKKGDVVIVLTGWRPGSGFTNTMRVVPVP
#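 hPK-M2, >95% pure; 0.1 mM ADP / 0.5 mM PEP final; imidazole pH7.2 buffer w/ 7 mM MgCl2, 50 mM KCl; 1 h RT; Kinase-Glo lum. Intermediate enzyme activity for dual inhibitor/activator qHTS.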
# KCNH2 3.1 block: KCNH2 3.1 (human) potassium channel inhibition | activity change, % (tested at about 1.8 µM) | 0.95% of 340,000 active | AID 720553 | U2OS KCNH2 3.1, thallium flux FluxOr; hits give low values;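 active means maximum activity change below -70%; inconclusive means maximum activity change from -70% to -50%; inactive means maximum activity change above -50%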;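 further: thallium influx rate constant from kinetic fluorescence after stimulation buffer; on the % scale 0 is the no-effect control and ±100 the full control effect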
#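 Kinetic fluorescence (2 min after stimulation buffer) measures Tl+ influx through KCNH2 3.1 expressed by viral transduction in U2OS cells; the rate constant is normalized against DMSO controls serving as positive and negative references.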
# NPC1 promoter act: activators of NPC1 promoter. AID 485313. Huh7 NPC1 promoter luciferase reporter, 24 h. 2.4% of 320,000 active. Potency, µM (titrated, usually from 9.22 µM), inactives show top-dose activation, usual class: activators;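 further: potency means the concentration at half of the fitted maximal effect; % of control where 0% means no effect; nearly all actives have a fitted effect of over 60% in size; reporter is driven by a mutant NPC1 promoter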
#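 In 1536-well qHTS, Huh7 cells harboring an NPC1 promoter–luciferase construct received compound for 24 h; activation was quantified by luminescence following luciferase reagent addition.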
# Menin-MLL TR inh: inhibitors of human menin-MLL interaction, mutant MLL peptide. Potency, µM (highest dose often 61.6 µM), inactives show top-dose FP activity change, negative = inhibition, usual class: inhibitors. Menin + Texas Red MLL mutant peptide, fluorescence polarization. 0.23% of 270,000 active. AID 1768; active means well fitted inhibition curve with a large enough effect in the polarisation, with a control signal flat, not every such curve was filed as active; inconclusive means small, poorly fitted or top-dose-only effect, or effect the other way, or a change in a side signal; inactive means no such curve, though single readings can be large or run the other way; the % refers to the polarisation; further: potency means the concentration at half of the fitted maximal effect; % of control where 0% means no effect; many of its hits are not listed in these tables
# ELG1 repair inh: inhibitors of ELG1-dependent DNA repair in HEK293T cells. HEK293T ELG1-luciferase reporter, luminescence, 16 h; DNA damage induced by 5-fluorouridine. Potency, µM (series often up to 46.1 µM), without a hit: at the top dose activity change, negative = inhibition, usual class: inhibitors. 2.3% of 330,000 active; further: potency means the concentration at half of the fitted maximal effect; on the % scale 0 is the no-effect control and ±100 the full control effect; nearly all actives have a fitted effect of over 55% in size
#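 Overnight (16 hr) co-exposure of 2,000 cells/well to 5-fluorouridine and compound at 37 °C preceded detection. Luciferase was quantified via ONE-Glo luminescence; loss of signal denotes inhibition.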
# Active calls of the source: *; u = inconclusive; x = not tested or not shown; [ ] = another dose, or the depositor's remark. Unless noted, the call rests on the fitted dose curve; in most records, active means well fitted curve in the direction sought with a large enough effect; inconclusive means small, poorly fitted or top-dose-only effect, or another doubt; inactive means no such curve, though single readings can be large; an effect the other way counts as inactive or inconclusive.
SMILES,Rab9 prom act,FLuc modulator,RORg inh,Mito fusion act,MBNL1 CUG block,Gal4-VP16 FLuc,PKM2 act,KCNH2 3.1 block,NPC1 promoter act,Menin-MLL TR inh,ELG1 repair inh
Cc1ccc(-n2nc(C)cc2NC(=O)c2ccc(C)s2)cc1,2.5%,-3.2%,-14.2%,0.9%,u,13.4%,7.3%,-1.9,1.9%,-10.2%,10.2%
Cc1ccc(C)c(OCc2cc(C(=O)N3C[C@@H](C)O[C@@H](C)C3)no2)c1,1.58µM*,6.01µM*,18.7%,-2.4%,0.7%,u,-0.9%,2.9,2.24µM*,x,u
COc1ccc(N2CCN(C3CCCN(Cc4cccc(C)c4)C3)CC2)cc1 (stereo unspecified),-0.1%,1.2%,4.8%,-3.6%,-2.8%,2.7%,1.0%,-14.8,9.5%,u,-7.7%
CCOc1ccccc1C(=O)N[C@H](C(=O)NCc1ccccc1)C(C)C,-5.4%,-2.2%,u,10.9%,-3.0%,7.8%,4.4%,-3.2,-4.2%,u,4.4%
CCOc1cc2[nH]c(=S)n(CCN3CCCCC3C)c(=O)c2cc1OCC (stereo unspecified),-14.5%,10.5%,u,1.1%,-15.0%,-3.2%,-0.1%,6.3,0.6%,-23.4%,-2.7%
Cc1cnc(C(=O)OCC(=O)c2c[nH]c3ccccc23)cn1,1.3%,-9.7%,x,0.4%,x,x,x,-37.1,-2.5%,x,3.1%
COc1ccc(OC)c(/C=C/C(=O)N2CCCc3ccccc32)c1,-2.0%,-19.1%,34.6%,27.0%,12.4%,-1.1%,2.8%,11.3,-1.2%,-0.9%,x
COc1ccc(CNC(=O)C2CCN(S(=O)(=O)c3ccccc3)CC2)cc1,-1.3%,0.2%,-12.6%,-1.7%,-6.8%,0.2%,10.3%,7.7,0.8%,9.5%,-15.9%
O=C(O)CC1SC(=O)N(CC(=O)c2ccccc2)C1=O (stereo unspecified),-1.4%,-1.5%,-14.4%,-1.6%,-12.0%,1.7%,0.0%,2.1,0.8%,14.5%,5.2%
CCOC(=O)C1=C(O)C(=O)NC(c2ccccc2)=C(OCC)C1,-0.6%,-7.3%,1.7%,x,-2.5%[11.5 µM],5.6%,-9.7%,-0.9,-0.1%,10.1%,14.8%
CC(=O)Nc1ccc(NC(=O)c2nc(-c3ccccc3)oc2C)cc1,0.1%,u,26.5%,2.8%,1.2%,0.2%,0.7%,16.6,-3.4%,6.3%,-9.0%
Cc1cc(NC(=O)c2cc(-c3ccc(Br)cc3)on2)no1,-1.2%,-0.7%,-3.6%,5.5%,1.9%,6.3%,-0.8%,13.7,-2.2%,7.5%,2.0%
COCCNC(=O)Nc1ccc2nc(C)sc2c1,2.4%,u,33.4%,-3.3%,-13.6%,22.1%,1.0%,-7.1,8.8%,0.8%,u
CCOC(=O)c1cccc(NC(=O)c2ccc3c(c2)C(=O)N(CC2CCCO2)C3=O)c1 (stereo unspecified),0.4%,u,0.1%,1.9%,u,-7.5%,0.1%,-8.1,17.0%,x,-9.6%
CN(C)c1nc(N(C)C)nc(N(C)C)n1,-2.2%[46.1 µM],0.0%,2.7%,u,-6.6%,8.1%,0.6%,6.7,-0.3%[46.1 µM],-18.5%,-7.5%
CC/C(=N\OC(=O)c1ccc(OC(C)C)cc1)c1ccc(C)cc1,-0.6%,u,9.2%,28.1%,-2.5%,-0.2%,9.9%,-26.1,1.3%,-0.6%,6.6%
Cc1ccc(OCCCC(=O)NC2CCCCC2)cc1,0.5%,-1.5%,20.6%,-4.3%,-0.3%,-2.3%,2.4%[11.5 µM],5.7,1.6%,u,-14.6%
Cc1onc(-c2ccccc2Cl)c1C(N)=O,2.7%,-0.3%,-9.6%,-6.2%,-5.3%,-1.1%,1.3%,-5.3,12.0%,-1.7%,0.4%
N/C(=N\c1nc2ccccc2o1)NC(=O)c1ccccc1F,2.51µM*,8.49µM*,2.51µM*,2.9%,-7.4%,7.94µM*,3.2%,1.1,1.58µM*,-11.7%,u
CCC(=O)N1CCc2cc(S(=O)(=O)NC(Cc3ccccc3)C(=O)NC3CCCCC3C)ccc21 (stereo unspecified),0.7%,1.6%,0.0%,3.3%,3.8%,-4.0%,-16.3%,4.3,0.7%,u,-16.7%
CCOC(=O)C1(C)NC(c2ccco2)C2C(=O)N(C)C(=O)C21 (stereo unspecified),-4.9%,3.3%,-8.8%,-10.2%,-11.1%,0.9%,0.0%,8.3,-3.7%,-0.8%,u
Cc1ccc(NC(=O)OCCNC(=O)c2ccncc2)cc1,17.2%,u,16.2%,-1.3%,0.3%,26.1%,u,8.5,7.2%,-0.8%,u
O=C(Cn1c(=O)n(-c2ccc(F)cc2)c(=O)c2sccc21)c1ccccc1,1.4%,-1.6%,36.0%,-0.5%,-12.9%,-9.6%,-4.3%,0.9,0.3%,2.1%,u
COCCCNC(=O)c1ccc(CSCc2ccc(C)cc2)o1,-0.1%,3.9%,16.3%,-10.2%,2.1%,-13.4%,x,10.7,3.7%,u,-3.0%
Cc1ccc2c(c1)C1CN(C)CCC1N2S(=O)(=O)c1ccccc1F (stereo unspecified),-3.0%,-0.1%,x,-4.2%,x,x,x,-16.5,-3.5%,x,9.9%
CCN(CC)S(=O)(=O)c1ccc(N2CCN(S(=O)(=O)c3ccccc3C#N)CC2)nc1,-2.0%,7.4%,0.9%,5.5%,1.2%,-10.3%,2.6%,-35.6,-0.3%,-1.8%,0.0%
Cc1cc(C)n(S(=O)(=O)Cc2ccccc2)n1,3.2%,3.3%,-6.4%,1.4%,4.9%,-2.1%,0.7%,11.1,9.5%,7.4%,-4.2%
Cc1ccc2[nH]c3ccccc3c(=O)c2c1,16.8%,16.9µM*,-11.6%,18.4%,u,u,x,6.3,u,u,u
Cc1sc2ncn(CC(=O)N3CCCCC3)c(=O)c2c1S(=O)(=O)N1CCC(C)CC1,1.9%,-1.7%,-0.4%,5.5%,-2.3%,-4.7%,-2.1%,3.7,-2.0%,-6.0%,-1.0%
Cc1c(CN2CCC(C(=O)Nc3ccc(Oc4ccccc4)nc3)CC2)cnn1C,-3.9%,-2.1%,-0.4%,-0.1%,1.4%,-0.3%,x,-1.8,4.8%,x,-8.5%
CCOc1ccc(N/C=C/C(=O)c2ccc(OC)cc2)cc1,u,1.2µM*,-1.5%,-3.3%,13.3%,4.9%,-0.2%,-16.1,u,0.4%,u
CCOc1cc(C(=O)OCC(=O)Nc2ccc(Cl)cn2)ccc1OCC(=O)N1CCOCC1,-0.5%,0.0%,u,-7.4%,11.0%,-0.5%,3.9%,u,-8.1%,2.6%,u
Cc1cnc(C(=O)N2CCCC(C(=O)c3ccc(C(C)(C)C)cc3)C2)cn1 (stereo unspecified),-2.4%,u,-19.7%,18.0%,-0.5%,-4.1%,-4.3%,0.5,9.0%,-4.5%,-13.6%
CCOC(=O)c1sc(=S)n(Cc2ccccc2)c1C,-3.2%,-2.9%,-14.8%,5.8%,x,-12.6%,8.6%,12.7,-6.9%,x,-14.0%
Cc1c(C(=O)Nc2nccs2)oc2c(Cl)cccc12,u,-5.3%,x,9.0%,x,x,x,5.1,15.7%,x,11.3%
COc1ccc(CCNC(=O)COc2ccc(S(=O)(=O)NC3CCCCC3)cc2Cl)cc1,-10.5%,2.6%,u,3.4%,-3.1%,-5.7%,14.9%,-4.5,-4.2%,16.9%,u
O=C(COC(=O)c1cc[n+]([O-])cc1)Nc1ccc([N+](=O)[O-])cc1Cl,8.5%,1.0%,-0.5%,-0.5%,x,0.6%,-1.3%,-0.9,-16.9%,9.8%,1.1%
COc1ccc([C@H]2CC(=O)C=C(c3ccc(OC)cc3OC)C2)cc1,-0.9%,u,x,u,x,x,x,14.9,-14.2%,x,u
COC(=O)C1=C(C)N=C2SCCC(=O)N2C1c1cc(Br)ccc1OC (stereo unspecified),6.1%,-1.8%,-14.8%,-1.0%,9.0%,0.8%,1.0%,-1.6,-0.6%,2.8%,u
Cn1c(C(=O)NCc2ccccc2)cc2oc3ccccc3c21,u,13.5µM*,29.9%,3.7%,3.4%,u,8.7%,-24.0,17.1%,x,u

# The list is partial. The share of hits here may be higher or lower than overall.
